# EPAC2 antagonist: qHTS for Antagonist of cAMP-regulated guanine nucleotide exchange factor 2 (EPAC2): primary screen. Potency, µM (top dose mostly 114 µM), for inactives: at the highest dose activity, negative = inhibition, hits mostly inhibitors. 0.18% of 360,000 active. Rap guanine nucleotide exchange factor 4 (Homo sapiens), Q8WZA2. EPAC2 GEF exchange of Rap1B-BODIPY-GDP, fluorescence. AID 720708, 2013; also: potency is read from the fitted curve at half-maximal effect; % is scaled to controls: 0 for no effect and ±100 for the full control effect; nearly all actives have a fitted effect of over 45% in size; many of its hits are not listed in these tables
# PLK1 PBD inh: qHTS for Inhibitors of PLK1-PDB (polo-like kinase 1 - polo-box domain): Primary Screen; Serine/threonine-protein kinase PLK1 (Homo sapiens), P53350; Plk1 PBD binding of FITC phosphopeptide, fluorescence polarization; Potency, µM, for the others: max response, negative = inhibition, usual class: inhibitors; 2.8% of 360,000 active; also: potency is read from the fitted curve at half-maximal effect; series mostly up to about 57 µM; % is scaled to controls: 0 for no effect and ±100 for the full control effect; nearly all actives have a fitted effect of over 65% in size
# Target sequence (P53350 whole entry, looked up, the tested form may be a part): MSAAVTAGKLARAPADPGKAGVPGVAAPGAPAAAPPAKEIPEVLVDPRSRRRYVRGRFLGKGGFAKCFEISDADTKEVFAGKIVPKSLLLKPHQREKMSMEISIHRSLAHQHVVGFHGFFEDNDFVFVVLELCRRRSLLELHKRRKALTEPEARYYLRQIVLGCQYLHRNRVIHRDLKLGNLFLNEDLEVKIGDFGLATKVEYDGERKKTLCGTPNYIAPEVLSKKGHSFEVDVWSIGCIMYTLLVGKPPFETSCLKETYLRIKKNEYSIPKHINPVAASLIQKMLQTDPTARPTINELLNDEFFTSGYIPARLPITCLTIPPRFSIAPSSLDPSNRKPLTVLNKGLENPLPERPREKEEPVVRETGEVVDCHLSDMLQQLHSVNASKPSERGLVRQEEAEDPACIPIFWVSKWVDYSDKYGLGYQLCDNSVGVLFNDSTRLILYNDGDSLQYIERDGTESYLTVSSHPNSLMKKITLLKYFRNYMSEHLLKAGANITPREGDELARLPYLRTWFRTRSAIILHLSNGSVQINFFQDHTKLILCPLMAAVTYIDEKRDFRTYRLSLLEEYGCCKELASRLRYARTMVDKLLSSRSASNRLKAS
# CCT modulator: High-Throughput Screening for Modulators of Cytosolic Chaperonin Activity | purified chaperonin ATPase assay, HTRF ADP detection, 30 min | activity change, % (no concentration beside the values), hits read low | 0.3% of 360,000 active | AID 651819, 2012; in the data active = activity change below about -30%; also: % is scaled to controls: 0 for no effect and ±100 for the full control effect
#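 Enzyme 40 or 20 nM (batch-dependent) in Tris pH 7.4/KCl/MgCl2/DTT; cpd 76 uM single point; ATP 10 uM; 30 min 37 °C; Transcreener ADP HTRF detection, 30 min RT; ratio 665/615.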
# PI5P4K alpha inh: qHTS for Inhibitors of phosphatidylinositol 5-phosphate 4-kinase (PI5P4K); AID 652105, 2013; max response, %; 1.2% of 330,000 active; Phosphatidylinositol 5-phosphate 4-kinase type-2 alpha (Homo sapiens), P48426; PI5P4Kalpha enzyme, ADP-Glo luminescence, 60 min; hits give low values; active = max response of -50% or lower; inconclusive = between -30% and -50%; inactive = -30% or higher; also: value at the top dose of about 77 µM; % is scaled to controls: 0 for no effect and ±100 for the full control effect
# Target sequence (P48426 whole entry, looked up): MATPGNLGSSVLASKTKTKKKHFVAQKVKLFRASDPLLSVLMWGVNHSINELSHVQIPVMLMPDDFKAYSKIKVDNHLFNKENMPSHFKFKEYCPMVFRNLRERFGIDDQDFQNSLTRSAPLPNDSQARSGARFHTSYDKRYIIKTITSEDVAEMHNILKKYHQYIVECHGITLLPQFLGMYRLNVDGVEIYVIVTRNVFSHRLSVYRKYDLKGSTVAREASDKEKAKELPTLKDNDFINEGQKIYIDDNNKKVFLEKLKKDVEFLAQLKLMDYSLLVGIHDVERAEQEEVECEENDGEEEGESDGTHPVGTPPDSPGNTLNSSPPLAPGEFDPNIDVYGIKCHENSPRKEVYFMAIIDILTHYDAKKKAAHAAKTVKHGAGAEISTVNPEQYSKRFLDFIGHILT
#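 ADP-Glo luminescence end-point read after a 60 min room-temperature kinase reaction of PI5P4Kalpha plus substrate, initiated with ATP at 5 microM final. Buffer: 0.038 M HEPES pH 7.4, EGTA, 0.1% CHAPS, 5% DMSO.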
# EPAC1 antagonist: qHTS for Antagonist of cAMP-regulated guanine nucleotide exchange factor 3 (EPAC1): primary screen | Rap guanine nucleotide exchange factor 3 (Homo sapiens), O95398 | EPAC1 GEF assay, Rap1b-BODIPY-GDP exchange fluorescence | Potency, µM (titrated, usually from 115 µM), without a hit: top-dose activity change, negative = inhibition, most hits filed as inhibitors | 0.14% of 360,000 active;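 also: potency is read from the fitted curve at half-maximal effect; plate controls were vehicle for no effect and positive control for full effect; nearly all actives have a fitted effect of over 50% in size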
# WRN helicase inh: qHTS for Inhibitors of WRN Helicase | WRN helicase unwinding, fluorescent forked duplex, kinetic | Potency, µM (highest dose often 114 µM), for the others: top-dose activity change, negative = inhibition, usual class: inhibitors | 0.46% of 360,000 active; also: potency is read from the fitted curve at half-maximal effect; % is scaled to controls: 0 for no effect and ±100 for the full control effect; nearly all actives have a fitted effect of over 55% in size
#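 Fluorescence dequenching readout, ex 525 nm/em 598 nm, kinetic mode: forked duplex DNA (100 nM final) with adjacent fluorophore and quencher unwound by WRN (20 nM final) with 2 mM ATP. Compound preincubation 15 min, room temperature.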
# MmCpn inh: Inhibitors of TCP-1 ring complex (TRiC) of Methanococcus maripaludis (MmCpn): qHTS; Chaperonin Mm-Cpn (Methanococcus maripaludis); purified Mm-Cpn ATPase, ADP Transcreener TR-FRET; Potency, µM (series often up to 76.9 µM), for inactives: at the highest dose activity, negative = inhibition, usual class: inhibitors; 0.031% of 330,000 active; also: potency is read from the fitted curve at half-maximal effect; % is scaled to controls: 0 for no effect and ±100 for the full control effect; nearly all actives have a fitted effect of over 80% in size
#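 Compound-treated chaperonin, 25 nM final, turns over 10 uM ATP at 37°C for 30 min following a 10 min preincubation; ADP generated competes with ADP-d2 for Eu-cryptate antibody, lowering FRET.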
# EPAC1 ag: qHTS for Agonist of cAMP-regulated guanine nucleotide exchange factor 3 (EPAC1): primary screen; EPAC1 agonist qHTS, biochemical assay; response scale: 100% = response to 6.5 mM cAMP; Potency, µM (top dose mostly 154 µM), for the others: top-dose activation, most hits filed as activators; 0.073% of 360,000 active; also: potency is read from the fitted curve at half-maximal effect; nearly all actives have a fitted effect of over 60% in size
#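 Normalized to 6.5 mM cAMP, activity reflects EPAC1-catalysed release of BODIPY-GDP from Rap1B, followed kinetically over 30 min at 480 nm excitation, 540 nm emission. Reaction contained 100 nM EPAC1, 250 nM Rap1B-BODIPY-GDP, 50 uM GDP.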
# * = called active by the depositor; ? = inconclusive; nt = no result given; & = joins results of further samples; [ ] = remark or other dose. Unless noted, calls follow the shape of the dose curve; as a rule, active = well fitted curve in the direction sought with a large enough effect; inconclusive = small, poorly fitted or top-dose-only effect, or another doubt; inactive = no such curve, though single readings can be large; an effect the other way counts as inactive or inconclusive. A portion of the library (hit frequency here may not be typical).
Compound	EPAC2 antagonist	PLK1 PBD inh	CCT modulator	PI5P4K alpha inh	EPAC1 antagonist	WRN helicase inh	MmCpn inh	EPAC1 ag
Cc1c(C)c2c(OCC(=O)N[C@@H](C(=O)O)c3ccccc3)cc3c(c2oc1=O)CCC(C)(C)O3	-24%	-6%	-0.6	-2	-6%	-2%	-5%	-25%
COC(=O)CSC(C(=O)Nc1ccc(C)c(C)c1)c1ccccc1 (centres undefined)	4%	-4%	-1.1	3	-4%	8%	1%	3%
O=c1cc(-c2ccccc2)oc2cc(O)c(O)c(O)c12	-22%	-26%	0.3	-74*	?	?	1%	-11%
Cn1cccc1C(=O)OCc1csc(-c2ccccc2)n1	1%	-8%	-1.6	0	0%	-3%	-9%	14%
C[C@@H]1Cn2cnc(C(=O)N[C@@H](C)c3ccccc3)c2C(=O)N1	-17%	5%	2.4	-1	1%	-2%	nt	6%
CCCc1cc(C(=O)OCC(=O)N2CCN(c3ccc(OC)cc3)CC2)sc1C	-10%	-1%	0.3	-3	-18%	-11%	-3%	7%
CC1CCc2ccccc2N1CC(=O)Nc1cccc(S(=O)(=O)N2CCCC2)c1 (centres undefined)	6%	3%	1.0	0	-2%	-14%	-3%	1%
COc1cc2c(C#CCO)c(-c3ccc(C#N)cc3)oc(=O)c2cc1OC	5%	-6%	-1.2	-4	21%	-22%	1%	-6%

# The listing continues:
Compound	EPAC2 antagonist	PLK1 PBD inh	CCT modulator	PI5P4K alpha inh	EPAC1 antagonist	WRN helicase inh	MmCpn inh	EPAC1 ag
O=C(CCC(=O)N1CCOc2ccccc21)NCc1cccnc1	-8%	-7%	-0.4	3	18%	-14%	-2%	-4%
CCN1CCN(C(=S)Nc2ccc3nc(N4CCN(C)CC4)cc(C)c3c2)CC1	-2%	-21%	0.0	-9	-9%	-24%	-3%	-8%
CCCN(CC(=O)Nc1ccccc1C)C(=O)c1ccc(S(=O)(=O)N2CCCC2)cc1	-5%	-1%	-0.6	12	-8%	-3%	-3%	8%
Oc1ccc(N2CCN(C(c3ccncc3)c3nnnn3C3CCCC3)CC2)cc1 (centres undefined)	-3%	-7%	-3.9	nt	3%	0%	-2%	8%
Cc1ccccc1NC(=O)C1CCN(c2cc(-c3ccccc3)nc3ncnn23)CC1	4%	-4%	-6.6	-11	2%	9%	-2%	-2%
CN(Cc1ccccc1)S(=O)(=O)c1ccc(Cl)c(C(=O)N2CCOCC2)c1	7%	-1%	0.0	2	8%	12%	nt	-3%
O=C(COC(=O)c1ccc(=O)n(Cc2ccccc2)n1)Nc1ccc2c(c1)OCCO2	7%	-18%	-1.2	0	-1%	5%	0%	0%
CC(=O)n1ccnc1	11%	2%	-0.6	-2	6%	1%	1%	-16%

# More structures:
Compound	EPAC2 antagonist	PLK1 PBD inh	CCT modulator	PI5P4K alpha inh	EPAC1 antagonist	WRN helicase inh	MmCpn inh	EPAC1 ag
O=C(Nc1cc(Cl)ccc1N1CCOCC1)c1ccc(F)c(S(=O)(=O)N2CCOCC2)c1	-7%	0%	0.2	-2	-7%	-11%	2%	-3%
C/C(Cc1ccccc1)=N\NC(=O)CNC(=O)c1ccccc1Br	1%	-6%	-2.6	-9	11%	-2%	2%	-3%
COc1ccccc1N(CN1CCCC1=O)C(=O)c1ccccc1F	-5%	-1%	-0.3	nt	-5%	-4%	0%	6%
Cc1cc(NC(=O)C2(C)CCN2C(C)C)c2ccccc2n1 (centres undefined)	5%	-7%	-0.5	-11	26%	-4%	nt	-1%
O=C(Nc1cccc(Br)c1)c1ccn[nH]1	0%	-9%	-1.5	0	-1%	2%	0%	-3%
CCn1c(CCc2ccccc2)n[nH]c1=S	-3%	-4%	-7.7	-10	-19%	-2%	-4%	6%
Cc1ccc2c(C)c(C(=O)N(Cc3ccc(N(C)C)cc3)C3CCS(=O)(=O)C3)oc2c1 (centres undefined)	-24%	-5%	-0.2	9	-13%	-12%	-20%	8%
COc1cccc(-c2ncn(CCc3ccccc3OC)c2C(C)C)c1	?	2%	1.1	-1	-11%	1%	nt	-10%

# Next results
Compound	EPAC2 antagonist	PLK1 PBD inh	CCT modulator	PI5P4K alpha inh	EPAC1 antagonist	WRN helicase inh	MmCpn inh	EPAC1 ag
COc1ccc(C(=O)COC(=O)CN2C(=O)NC3(CC(C)CC(C)(C)C3)C2=O)c(OC)c1 (centres undefined)	-12%	2%	-1.2	-22	-11%	-7%	-1%	-1%
O=C(COc1ccccc1Cl)NCc1nc(-c2ccccc2)no1	-8%	0%	0.4	-8	-22%	-2%	-1%	-12%
CCc1ccc(NC(=O)c2noc3c2CCc2ccccc2-3)cc1	3%	-5%	-1.4	27	-7%	7%	-2%	2%
CSc1ccccc1C(=O)Nc1cccc([N+](=O)[O-])c1C	4%	-2%	1.2	0	18%	19%	-3%	2%
CC(C)(C)c1ccc(-c2nc(-c3ccncc3)no2)cc1	-6%	-2%	1.7	2	-13%	-8%	1%	10%
Fc1ccc(NC(=S)NCc2ccccn2)cc1	-4%	-10%	0.3	-2	7%	-1%	2%	2%
COc1ccc(Cl)cc1NC(=O)C1CC(=O)N(C2CCCCC2)C1 (centres undefined)	0%	8%	-0.2	2	-11%	-8%	2%	-6%
O=C(N/N=C/c1cc2c(cc1Cl)OCO2)c1ccccn1	10%	-2%	-0.3	nt	3%	1%	nt	-4%

# A second format for part of the listing above.
COc1ccc(Cl)cc1NC(=O)C1CC(=O)N(C2CCCCC2)C1 (centres undefined)
  EPAC2 antagonist: 0%
  PLK1 PBD inh: 8%
  CCT modulator: -0.2
  PI5P4K alpha inh: 2
  EPAC1 antagonist: -11%
  WRN helicase inh: -8%
  MmCpn inh: 2%
  EPAC1 ag: -6%
CCc1ccc(NC(=O)c2noc3c2CCc2ccccc2-3)cc1
  EPAC2 antagonist: 3%
  PLK1 PBD inh: -5%
  CCT modulator: -1.4
  PI5P4K alpha inh: 27
  EPAC1 antagonist: -7%
  WRN helicase inh: 7%
  MmCpn inh: -2%
  EPAC1 ag: 2%
COc1ccc(C(=O)COC(=O)CN2C(=O)NC3(CC(C)CC(C)(C)C3)C2=O)c(OC)c1 (centres undefined)
  EPAC2 antagonist: -12%
  PLK1 PBD inh: 2%
  CCT modulator: -1.2
  PI5P4K alpha inh: -22
  EPAC1 antagonist: -11%
  WRN helicase inh: -7%
  MmCpn inh: -1%
  EPAC1 ag: -1%
O=C(N/N=C/c1cc2c(cc1Cl)OCO2)c1ccccn1
  EPAC2 antagonist: 10%
  PLK1 PBD inh: -2%
  CCT modulator: -0.3
  PI5P4K alpha inh: nt
  EPAC1 antagonist: 3%
  WRN helicase inh: 1%
  MmCpn inh: nt
  EPAC1 ag: -4%

# Next entries
# Fields – EPAC2 antagonist	PLK1 PBD inh	CCT modulator	PI5P4K alpha inh	EPAC1 antagonist	WRN helicase inh	MmCpn inh	EPAC1 ag
> CCn1ncc(C2=NOC(C(=O)Nc3cccnc3)C2)c1C (centres undefined)
  1%	-8%	-1.9	nt	7%	8%	0%	10%
> CCCN1C(=O)c2ccc(C(=O)Nc3ccccc3C(=O)O)cc2C1=O
  -5%	?	-0.7	?	-23%	-6%	1%	6%
> CCOC(=O)C(C)Oc1cccc2c(=O)n(CC(=O)Nc3ccc(OCC)cc3)ccc12 (centres undefined)
  -9%	-5%	-1.6	3	-5%	3%	-2%	0%
> COc1ccccc1N(CC(=O)NC1CCCCC1)C(=O)CNC(=O)c1cccs1
  12%	5%	0.9	-4	14%	8%	1%	-9%
> CN1CCCN(C(=O)c2cc(-c3ccc(Cl)c(Cl)c3Cl)nc3ccccc23)CC1
  6%	0%	0.6	2	-12%	0%	-2%	2%
> COCCCNC1CS(=O)(=O)CC1O (centres undefined)
  -1%	-2%	1.5	-4	5%	1%	-2%	7%
> O=C(c1ccco1)N1CCN(c2cc(C(F)(F)F)nc3ncnn23)CC1
  10%	-5%	-1.1	nt	16%	10%	2%	2%
> O=C(NCc1ccc(Cl)cc1)C(=O)c1cn(CC(=O)N2CCOCC2)c2ccccc12
  -14%	-12%	-0.1	0	-10%	-2%[57.1 µM]	1%	8%
> O=C(O)CCC(=O)N1CCc2cc(S(=O)(=O)N3CCCCC3)ccc21
  -2%	-5%	-0.8	nt	14%	1%	0%	7%
> Cc1ccc(CS(=O)(=O)CCC(=O)NCC2CCCO2)cc1 (centres undefined)
  8%	-1%	-1.6	nt	8%	-8%	-1%	-5%
> CC(NC(=O)COC(=O)Cc1ccc(Cl)cc1)c1ccccc1 (centres undefined)
  -8%	-11%	-1.9	1	-15%	4%	1%	-6%
> CC1(C)S[C@@H]2[C@H](NC(=O)[C@H](N)c3ccccc3)C(=O)N2[C@H]1C(=O)O
  24%&-2%	-3%&-18%	-0.6&-1.7	1&-1	-1%&-22%	-8%	?	-13%&-13%
> Cc1cc(NC(=O)CCSc2ccccc2)no1
  14%	-9%	-0.3	2	9%	-6%	0%	-9%
> CCOC(=O)C(NC(=O)c1ccc(F)cc1)(Nc1nnc(C)s1)C(F)(F)F (centres undefined)
  -1%	-2%	-0.2	-3	-9%	1%	3%	1%
> COc1ccc(/C(C)=N\Nc2nc(-c3ccccc3)cc(=O)[nH]2)cc1
  -3%	-11%	-3.3	-5	4%	-23%	-2%	0%
> CC(C)COC(=O)N1CCCCC1c1cc(C(=O)Nc2ccc3c(c2)OCO3)no1 (centres undefined)
  2%	-5%	0.8	4	-4%	-10%	nt	9%
> CSCC[C@H](NC(=O)Cc1ccc(Cl)cc1)C(=O)N1CCC2(CC1)NCCc1[nH]cnc12
  -1%	-11%	-2.4	1	17%	-4%	-2%	7%
> COC(=O)c1sc(=S)n(-c2ccccc2)c1N
  6%	10µM*	-1.2	nt	-2%	5%	2%	5%

# Screening data deposited in PubChem BioAssay by National Center for Advancing Translational Sciences (NCATS).
